Screening results as filed in PubChem.
M1 antag: human M1 muscarinic receptor antagonists, primary screen, CHO-K1 cells, Fluo-8 calcium fluorescence, 1536-well | Muscarinic acetylcholine receptor M1 (Homo sapiens), P11229 | CHO-K1 hM1, ACh EC80 antagonist | inhibition, % at 3 µM | hit rate 1.3% among 360,000 | AID 588852, 2011;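 active = percent inhibition above its own plate's cutoff, namely the mean of that plate's compound wells plus 3 SD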;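 note: peak over basal fluorescence ratio during 140 s after agonist addition; 0% = ACh EC80 plus DMSO and 100% = DMSO alone without agonist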
Target sequence (P11229 whole entry, looked up): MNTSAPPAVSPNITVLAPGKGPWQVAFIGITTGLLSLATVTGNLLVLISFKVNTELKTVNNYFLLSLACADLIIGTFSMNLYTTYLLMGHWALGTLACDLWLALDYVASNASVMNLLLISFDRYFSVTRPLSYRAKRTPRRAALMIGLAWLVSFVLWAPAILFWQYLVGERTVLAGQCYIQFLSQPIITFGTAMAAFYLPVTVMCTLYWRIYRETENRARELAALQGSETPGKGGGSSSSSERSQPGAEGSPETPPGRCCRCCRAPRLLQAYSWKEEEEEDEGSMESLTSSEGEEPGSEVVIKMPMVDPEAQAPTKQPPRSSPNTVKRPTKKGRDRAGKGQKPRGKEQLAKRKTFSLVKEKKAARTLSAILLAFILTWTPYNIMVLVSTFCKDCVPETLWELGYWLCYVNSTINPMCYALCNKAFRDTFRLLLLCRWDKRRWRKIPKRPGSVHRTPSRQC
CHO-K1 Ca PAM: nonselective calcium activators in parental CHO-K1 cells, primary screen, counter-screen for M1 PAM project, cell-based, Fluo-8 calcium fluorescence, full deck, 1536-well; ATP EC20; 0% at ATP EC20, 100% at ATP max; activation, % at 3 µM; hit rate 0.02% among 360,000; AID 602247, 2012;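 active = activation above the run cutoff, the mean activation of all test compounds plus 3 SD, cut at about 40% in these data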;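 note: peak over basal fluorescence ratio in a 140 s read after ATP addition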
CHO parental Ca: ATP-evoked calcium signal inhibitors, parental CHO, primary screen, counter-screen for OX1R antagonist project, cell-based, fluorescence, Fluo-8 calcium dye. parental CHO-K1, ATP-induced calcium, Fluo-8 fluorescence. inhibition, % at 5.6 µM. hit rate 0.63% among 330,000;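 active = inhibition above that plate's mean sample inhibition plus 3 SD, cut at about 26% in these data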;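 note: 0% = ATP-challenged DMSO wells and 100% = DMSO wells without ATP; some compounds past the cut are filed as inactive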
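Assay system – parental CHO cells · Reagent – ATP stimulus · Detection – intracellular calcium via Fluo-8 no-wash fluorescent dye · Evaluation – percent inhibition of ATP-evoked calcium rise, normalized to controls · Controls – ATP wells versus no-ATP DMSO wells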
CHRM1 agonist: human M1 muscarinic receptor agonists, primary screen, Fluo-8 calcium fluorescence, CHO-K1 cells, HTS; Muscarinic acetylcholine receptor M1 (Homo sapiens), P11229; CHO-K1 hM1, agonist mode; 0% DMSO, 100% acetylcholine EC100; activation, % at 3 µM; hit rate 0.33% among 360,000;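 active = activation above the run's mean compound activation plus 3 SD, cut at about 16% in these data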;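 note: peak over basal fluorescence ratio within a 140 s kinetic read after compound addition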
TAAR1 ag: human TAAR1 agonists, primary screen, Fluo-8 calcium fluorescence, CHO RD-HGA16 cells; Trace amine-associated receptor 1 (Homo sapiens), Q96RJ0; vehicle wells 0%, saturating PEA agonist 100%; activation, % at 3 µM; hit rate 0.99% among 360,000; AID 624467, 2012;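 active = activation above the mean activation of all test compounds in the run plus 3 SD, cut at about 38% in these data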
Target sequence (Q96RJ0 whole entry, looked up): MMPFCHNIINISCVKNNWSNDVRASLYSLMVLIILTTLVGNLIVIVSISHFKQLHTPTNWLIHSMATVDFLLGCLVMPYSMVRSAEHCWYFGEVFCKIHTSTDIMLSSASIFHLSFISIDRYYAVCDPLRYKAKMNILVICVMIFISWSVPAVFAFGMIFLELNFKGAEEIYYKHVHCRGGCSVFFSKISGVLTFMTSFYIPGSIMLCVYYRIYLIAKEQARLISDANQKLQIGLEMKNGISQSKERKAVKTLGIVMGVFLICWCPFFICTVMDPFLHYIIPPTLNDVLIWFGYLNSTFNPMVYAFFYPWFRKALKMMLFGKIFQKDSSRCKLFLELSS
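Assay system: CHO-derived RD-HGA16 cells with stable Gα16 and human TAAR1; timing: 17-24 h seeding, 75 min 37 °C dye, 30 min RT; read-out: % activation from peak over basal fluorescence ratio, DMSO-to-PEA scaled; measured by: kinetic Fluo-8 calcium fluorescence; benchmarks: low control DMSO, high control PEA (EC100); doses: 3 µM single concentration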
TAAR1 antagonist: human TAAR1 antagonists, primary screen, Fluo-8 calcium fluorescence, CHO RD-HGA16 cells | Trace amine-associated receptor 1 (Homo sapiens), Q96RJ0 | inhibition, % at 3 µM | hit rate 1.5% among 360,000 | antagonist;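 active = inhibition above a per-plate cutoff, the mean inhibition of test compounds on that plate plus 3 SD, cut at about 49% in these data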;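 note: 0% = DMSO plus EC80 beta-PEA response and 100% = DMSO alone without agonist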
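Material: RD-HGA16 CHO cells with stable hTAAR1 and Gα16; Dosing: single nominal final test compound concentration of 3 µM; Schedule: seeding 17-24 h prior, 75-min 37 °C, 30-min RT dye loading; Detection: kinetic Fluo-8 calcium fluorescence measurement; Measure: % inhibition from peak post-agonist over basal fluorescence ratio; Benchmarks: vehicle and agonist controls.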
CHRM1 PAM: human M1 muscarinic receptor positive allosteric modulators, primary screen, CHO-K1 cells, Fluo-8 calcium fluorescence, 1536-well; Muscarinic acetylcholine receptor M1 (Homo sapiens), P11229; CHO-K1 hM1, ACh EC20; 0% = ACh EC20, 100% = maximal ACh; activation, % at 3 µM; hit rate 0.088% among 360,000; in the data active = activation above about 19%, passing the limit was not always enough
CHO-K1 Ca antag: counter-screen for M1 antagonists: effect in parental CHO-K1 cells. ATP-induced calcium, Fluo-8 fluorescence. inhibition, % at 3 µM. hit rate 0.6% among 360,000;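 active = inhibition above a per-plate cutoff, the plate's mean sample inhibition plus 3 SD, cut at about 24% in these data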;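 note: 0% = DMSO plus EC80 ATP and 100% = DMSO alone without ATP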
M1 ag parental: counter-screen for M1 agonists: effect in parental CHO-K1 cells | activation, % at 3 µM | hit rate 0.48% among 360,000 | Fluo-8 calcium fluorescence; scaled to maximal ATP response, vehicle zero; in the data active = activation above about 15%;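 note: untransfected CHO-K1 host cells lacking M1 receptor as counterscreen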
Active calls of the source: *; . = no result given. Compounds as they come (roughly 4.4% active in at least one column).

molecule,M1 antag,CHO-K1 Ca PAM,CHO parental Ca,CHRM1 agonist,TAAR1 ag,TAAR1 antagonist,CHRM1 PAM,CHO-K1 Ca antag,M1 ag parental
CCOC(=O)N1CCN(C(=O)CN(c2ccc(OC)cc2)S(C)(=O)=O)CC1,-2,8,4,-3,6,-2,2,-4,0.3
COc1cc(C(=O)NNC(=S)NC(=O)c2ccccc2C)cc(OC)c1OC,-2,6,0,14,63*,-4,0,6,24*
O=C(NCc1ccccc1)c1ccc(C(=O)NCc2ccccc2)cc1,-13,23,.,-1,0,-8,3,-21,1.0
CCOn1c(=O)c(-c2ccc(OC)c(OC)c2)[n+]([O-])c2ccccc21,-27,9,4,-4,0,4,-1,-8,0.1
Cc1ccc(-n2c(SCC(=O)N/N=C/c3ccc(C)s3)nnc2-c2ccccc2)cc1,-5,3,-26,-5,-1,11,-2,-2,0.1
O=C(NCc1ccncc1)Nc1ccc(F)cc1,-9,5,2,-2,11,-7,7,1,0.1
CCOc1ccc(CCNC(=O)C2(c3ccccc3)CC2)cc1OCC,-13,-1,-16,-4,-1,-9,7,-1,0.7
CCC(C)Sc1nc(O)cc(=O)[nH]1 (stereo not given),-2,13,-6,-5,4,18,2,-2,4.2
CC1CCC(NC(=O)CCS(=O)(=O)c2ccc3c(c2)NC(=O)CO3)CC1 (stereo not given),-17,-18,-17,-4,-1,-28,14,3,-0.4
c1ccc(-c2cn3ccccc3n2)cc1,6,-5,.,-1,1,-5,1,-4,-0.8
COCCN(C(=O)C(C)C)c1nnc(-c2ccc(C(C)(C)C)cc2)s1,-1,-5,-7,-4,1,-33,0,-5,0.3
COc1ccccc1N1CCN(C(=O)c2cc(=O)c3c(C)cc(C)cc3o2)CC1,-12,-7,-13,-1,-2,0,13,3,-0.7
COCC(COS(N)(=O)=O)C(C)C (stereo not given),1,-16,-11,-3,6,-10,-2,-1,0.5
O=C(COc1ccccc1Cl)NCc1ccco1,-20,7,-17,-3,5,11,7,0,0.0
CCCCC1C2=C(CCCC2=O)OC2=C1C(=O)CCC2,-1,28,-7,-10,2,2,10,-12,0.7

Continued, overlapping the part above by two compounds.
molecule,M1 antag,CHO-K1 Ca PAM,CHO parental Ca,CHRM1 agonist,TAAR1 ag,TAAR1 antagonist,CHRM1 PAM,CHO-K1 Ca antag,M1 ag parental
O=C(COc1ccccc1Cl)NCc1ccco1,-20,7,-17,-3,5,11,7,0,0.0
CCCCC1C2=C(CCCC2=O)OC2=C1C(=O)CCC2,-1,28,-7,-10,2,2,10,-12,0.7
CCCc1cnc(N2CCN(C(=O)c3ccc(F)cc3)CC2)nc1,3,-1,-9,-2,6,1,0,-5,1.7
CCc1nc2c(OCCOc3ccc(F)cc3)cccn2c1N(C)C(=O)CC(C)C,-17,15,.,-8,-1,4,4,-9,0.1
CN(C)c1ccc(-c2ccnc3c2CC(C)(C(=O)NCCC(F)(F)F)O3)cc1 (stereo not given),-8,8,.,-4,0,-18,5,-6,-0.1
O=C(NCC(c1cccnc1)N1CCN(c2ccccc2F)CC1)C1CCCCC1 (stereo not given),-4,16,-15,-3,1,7,6,-7,0.8
COC(=O)c1cn(-c2nc3ccccc3s2)nn1,.,-1,.,.,10,42,.,13,4.5
CCCCCCn1cnc2c(oc3nc4c(cc32)CCCC4)c1=O,-3,-10,-1,-1,8,2,15,4,0.1
O=C(Nc1ccc(Cl)c([N+](=O)[O-])c1)C(Sc1ccccc1)c1ccccc1 (stereo not given),25,10,-6,-3,6,57*,-12,7,10
CN(CCN1CCOCC1)Cc1nc(-c2cccs2)no1,-10,13,-7,-6,7,10,6,-7,1.3
Cc1c(C)c2ccc(OCC(=O)N3CCN(c4ccccc4)CC3)cc2oc1=O,4,12,-6,-4,.,.,-2,-13,1.5
Cc1ccc(S(=O)(=O)N(C)CC(=O)NCC(c2ccc(F)cc2)N2CCOCC2)cc1 (stereo not given),-13,23,-20,-2,11,-4,12,0,0.8
N#Cc1c(N2CCN(c3ccc(F)cc3)CC2)nc(N)c2c(N)nc3c(c12)CC(=O)N3C1CC1,31*,7,.,0,9,49,-8,4,5.5
CC(C)C(NS(=O)(=O)c1ccc2c3c(cccc13)C(=O)N2)C(=O)O (stereo not given),4,4,-2,-2,0,-18,2,0,-0.2
COc1ccc(CN2CCn3ncc(C(=O)Nc4ccccc4)c3C2=O)cc1,-8,17,-7,-2,2,10,4,-16,2.0
CC(NC(=O)CSc1nc2ccc(N)cc2s1)c1ccccc1 (stereo not given),-2,2,-13,-6,3,-19,1,-6,0.9
O=C1Nc2ccccc2N=C(c2ccccc2)C1N(C(=O)c1ccnc2ccccc12)c1ccccc1 (stereo not given),-32,16,.,1,1,0,11,-21,2.2
COc1ccc(C(Nc2cc(C)ccn2)c2ccc3ccc(C)nc3c2O)cc1 (stereo not given),-1,9,12,-1,0,-4,8,-1,0.1
CCOC(=O)N1CCC(NC(=O)C2CCCN(Cc3nc(-c4cccc(C)c4)oc3C)C2)CC1 (stereo not given),26,-3,-3,1,2,15,-15,13,15
COc1ccc(CC(=O)OCC(=O)Nc2ccc(Cl)c(S(=O)(=O)N(C)C)c2)cc1,0,7,-10,-4,5,12,1,-15,3.6
CCn1c(SCC(=O)Nc2ccccc2N2CCCCC2)nc2c1c(=O)n(C)c(=O)n2C,12,12,-11,-4,13,55*,-5,-6,2.3
CC(Sc1c[nH]c2ccccc12)C(=O)O (stereo not given),-5,7,-11,0,1,-14,2,-10,-0.1
OC(COC1CCCCC1)CN1CCCCC1 (stereo not given),8,-14,2,-4,1,-2,6,3,-0.4
CN(CC(=O)N1CCCC1)S(=O)(=O)c1cccc(Cl)c1,-12,-10,-9,-6,2,-22,8,-4,0.7
Cc1ccc(SCC(=O)OCC(=O)N(CC(C)C)c2c(N)n(Cc3ccccc3)c(=O)[nH]c2=O)c(C)c1,1,1,-11,-4,2,-11,-1,-2,1.3
O=S(=O)(Nc1ccon1)c1cc(Cl)ccc1Cl,-2,3,-11,-3,0,-33,1,-2,0.1
Nc1nc(CSCCO)nc(Nc2ccccc2)n1,-8,3,-7,-3,-1,5,-1,-2,0.3
Cc1nn(-c2ccccc2)c(N)c1N=Nc1cccc(S(=O)(=O)N2CCOCC2)c1,-5,3,-14,-2,5,-5,4,-5,3.3
CCOC(=O)Cn1c(=O)oc2cc(S(=O)(=O)NC(C)(C)CC)ccc21,-13,-6,-14,-4,2,-16,-1,-8,0.2
C/C(=N\NC(=O)c1ccn(C)n1)c1ccco1,-18,-3,10,-1,8,-8,10,-14,3.1
CC(OC(=O)/C=C/c1ccc2ccccc2n1)C(=O)NCc1ccccc1 (stereo not given),-2,-7,-12,-2,7,4,-1,1,8.3
COc1cc(-c2nnc(COC(=O)CSc3cc(C)c4ccccc4n3)o2)cc(OC)c1OC,-3,2,-18,-2,2,-5,3,-16,1.6
COc1ccc(C(=O)N/N=C\c2ccc(OC)c(COc3ccccc3Br)c2)c(OC)c1,3,-2,-15,-3,1,-12,2,-4,0.3
O=C(CSc1nnc(CNc2ccc(F)cc2)n1-c1ccccc1)N1CCOCC1,-5,-3,-25,-2,9,-9,3,0,0.2
CCCS(=O)(=O)c1c(S(=O)(=O)CCC)c2cc(CC)ccn2c1C(=O)OC,-6,23,-29,-4,-1,-3,10,-23,1.2
Cc1ccccc1NC(=S)NCCSc1ccc(Cl)cc1,17,0,-6,-6,4,18,-11,-7,3.1
CC(C)c1ccccc1NC(=S)NCCCn1ccnc1,2,26,-8,-2,9,2,5,-7,6.6
CCN(CC)S(=O)(=O)c1ccc2c(c1)N(CC(=O)NCCc1ccc(S(N)(=O)=O)cc1)C(=O)CO2,-11,16,-4,-3,11,-2,9,-10,-0.3
Cc1cccc(C(=O)Nc2ccc3ccccc3c2)c1,2,-2,-5,-7,1,7,-5,3,0.1
Cc1noc(/C=C/c2ccco2)c1S(=O)(=O)N1CCC(C(=O)N2CCc3ccccc32)CC1,2,-11,-2,-2,-1,-13,1,7,0.2
CC(C)NC(=O)C1CCN(C2CCN(C(=O)Cc3ccc4c(c3)OCO4)CC2)CC1,-4,28,-3,-14,5,2,1,-15,0.5
COc1ccc(C(C)(C)C)cc1NC(=O)COC(=O)CN1C(=O)NC2(CCCCC2C)C1=O (stereo not given),-15,20,-8,-2,1,-3,3,-15,0.4
O=C(Nc1ccc(S(=O)(=O)N2CCCC2)cc1)c1cnccn1,-3,-2,-14,-6,5,12,11,7,0.6
C=CCn1c(C(C)NC(=O)c2cccc(C)c2)n[nH]c1=S (stereo not given),-14,25,-11,-5,3,-25,12,-2,-0.4
CN(C)S(=O)(=O)c1cccc(NC(=S)NC2CCCCC2)c1,16,-1,-1,-1,6,-9,-9,-7,12
COc1cc(CCC(=O)N2CC(C)OC(C)C2)cc(OC)c1OC (stereo not given),-7,3,-2,1,1,-18,5,-9,0.3
CN1CCN(S(=O)(=O)c2ccc3ccccc3c2)CC1,-1,-3,-12,-1,0,13,-4,6,-0.5
COc1ccc(C(CNC(=O)c2ccc(Br)o2)N2CCN(C)CC2)cc1 (stereo not given),-3,11,-10,-5,2,-8,4,-2,0.9
COc1ccc(S(=O)(=O)NC2CCSc3ccccc32)cc1OC (stereo not given),-8,7,-13,-1,3,-2,4,-9,4.5
Cc1cc(C(C2C(=O)CC(C)(C)CC2=O)C2C(=O)CC(C)(C)CC2=O)cc(C)c1OC(F)F,-8,14,1,-3,24,-1,2,-24,1.8
Cc1c(Cl)cccc1NC(=O)CCN1CCN(C)CC1,1,-11,-7,-2,9,3,1,7,0.8
OCc1cn(-c2ccccc2)nc1-c1ccc(Br)cc1,-21,-7,3,2,1,13,17,-7,0.1
COc1ccc2c(c1)[nH]c1c(=O)n(Cc3ccco3)cnc12,-5,-1,-2,-1,47*,36,1,-5,2.0
